TGFb SMAD3 inh: blocks TGF-b signaling. Potency, µM (titrated, usually from 46.1 µM), for the others: top-dose activity, negative = inhibition, actives largely listed as inhibitors. HepG2 CAGA-GFP TGF-b/SMAD3 reporter, GFP fluorescence, 18 h; TGF-beta stimulated, 500 pg/mL final. actives 1.2% (n = 410,000); note: potency is the fitted concentration of half-maximal effect; % is set by controls: 0 for no effect and ±100 for the full control effect; nearly all actives have a fitted effect of over 65% in size
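Read-out: total well GFP (ex488/em500-530) summed from mean per-cell fluorescence. Cells: HEPG2 CAGA-GFP, 1% FBS DMEM, 18 h at 37 degrees C with 500 pg/mL final TGF-beta. Unstimulated wells served as the full-inhibition control; stimulated DMSO wells = 0%.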
HepG2 viability: counter-screen for TGF-b inhibitors: cytotoxicity in HepG2 cells | AID 588856 | HepG2 CAGA-GFP viability, ATP luminescence, 18 h | actives 0.76% (n = 410,000) | Potency, µM (titrated, usually from 46.1 µM), for the others: top-dose activity change, negative = cytotoxicity, hits mostly cytotoxic; note: potency is the fitted concentration of half-maximal effect; some results filed as inactive show a strong effect at the top dose
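CellTiter-Glo luminescence gave cytotoxicity after 18 hours at 37 degrees C. The cells were HepG2 CAGA-GFP in 1% FBS DMEM, stimulated with 500 pg/mL TGF-beta after compound addition. %Activity was normalised to no-cell wells (complete cell-killing) and DMSO (no toxicity), and curves were fitted and classified.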
A549 viability: counter-screen for Nrf2 inhibitors: cytotoxicity in A549 cells | A549 ARE-Fluc cells, CellTiter-Fluor viability, 18-24 h | Potency, µM (highest dose often 46 µM), for the others: top-dose activity change, negative = cytotoxicity, actives largely listed as inhibitors | actives 0.16% (n = 390,000); note: potency is the fitted concentration of half-maximal effect; % is set by controls: 0 for no effect and ±100 for the full control effect
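A549 ARE_Fluc cells in 5% FBS OPTI-MEM were exposed to compounds in concentration-response for 18-24 h at 37 deg C. Viability was read by CellTiter-Fluor fluorescence (Ex 405/Em 525) after 30 min, before the luciferase read.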
EPAC2 ag: EPAC2 (human) agonism | Q8WZA2 | Potency, µM (titrated, usually from 154 µM), without a hit: top-dose activation, most hits filed as activators | AID 720711 | EPAC2 activation, biochemical qHTS; response scale: 100% = 6.5 mM cAMP response | actives 0.079% (n = 360,000); note: potency is the fitted concentration of half-maximal effect; nearly all actives have a fitted effect of over 50% in size
Target sequence (Q8WZA2 whole entry, looked up): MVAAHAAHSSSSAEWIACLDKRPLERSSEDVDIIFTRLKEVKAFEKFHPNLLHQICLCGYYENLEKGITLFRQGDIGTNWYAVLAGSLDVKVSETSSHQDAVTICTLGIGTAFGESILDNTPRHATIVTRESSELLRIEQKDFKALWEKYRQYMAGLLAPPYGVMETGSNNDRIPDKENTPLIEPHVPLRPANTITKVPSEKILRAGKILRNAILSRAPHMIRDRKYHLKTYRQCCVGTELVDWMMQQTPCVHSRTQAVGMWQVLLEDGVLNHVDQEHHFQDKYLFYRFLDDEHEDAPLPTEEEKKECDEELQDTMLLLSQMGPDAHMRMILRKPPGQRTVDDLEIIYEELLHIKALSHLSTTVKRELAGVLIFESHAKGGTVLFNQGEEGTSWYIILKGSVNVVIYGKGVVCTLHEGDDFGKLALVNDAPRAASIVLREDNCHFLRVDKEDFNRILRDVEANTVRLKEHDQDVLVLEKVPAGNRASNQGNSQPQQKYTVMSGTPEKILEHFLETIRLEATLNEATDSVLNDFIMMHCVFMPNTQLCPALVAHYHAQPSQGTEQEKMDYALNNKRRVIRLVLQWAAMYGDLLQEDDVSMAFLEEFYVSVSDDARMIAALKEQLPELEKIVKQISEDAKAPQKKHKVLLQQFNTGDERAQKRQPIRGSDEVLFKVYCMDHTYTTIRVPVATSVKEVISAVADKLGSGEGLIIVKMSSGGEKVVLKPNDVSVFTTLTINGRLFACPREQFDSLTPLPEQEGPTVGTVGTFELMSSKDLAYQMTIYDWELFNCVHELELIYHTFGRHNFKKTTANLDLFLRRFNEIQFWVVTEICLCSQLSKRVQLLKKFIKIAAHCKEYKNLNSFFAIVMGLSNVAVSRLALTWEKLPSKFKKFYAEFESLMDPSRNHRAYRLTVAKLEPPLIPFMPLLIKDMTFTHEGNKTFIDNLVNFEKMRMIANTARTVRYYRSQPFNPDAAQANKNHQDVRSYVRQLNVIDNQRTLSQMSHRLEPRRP
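Exchange assay: 100 nM EPAC2 with 250 nM Rap1B-BODIPY-GDP and 50 uM GDP. Fluorescence (ex 480/em 540 nm) read every 5 min for 30 min at room temperature. Data normalized to 6.5 mM cAMP as agonist control.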
Nrf2 ARE act: activates Nrf2 signaling | AREc32 ARE-luciferase reporter (MCF7-derived line), luminescence, 24 h | Potency, µM (series often up to 46.1 µM), inactives show top-dose activation, usual class: activators | actives 0.31% (n = 410,000); note: potency is the fitted concentration of half-maximal effect; % of control where 0% means no effect; nearly all actives have a fitted effect of over 65% in size
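For detection, Steady-Glo was added and plates sat 30 min at RT; before that, AREc32_Fluc cells grown overnight in OPTI-MEM/5% FBS had been treated with 23 nL compound for 24 hr at 37 deg C.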
Nrf2 block: blocks Nrf2 signaling; A549 ARE-Fluc reporter, luciferase luminescence, 18-24 h; Potency, µM (titrated, usually from 46 µM), for inactives: at the top dose activity change, negative = inhibition, most hits filed as inhibitors; actives 2.1% (n = 360,000); AID 504444; note: potency is the fitted concentration of half-maximal effect; % is set by controls: 0 for no effect and ±100 for the full control effect; nearly all actives have a fitted effect of over 60% in size
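In this cell-based qHTS, ARE-driven firefly luciferase in A549 cells reports Nrf2 activity; the luminescent signal after BugLite lysis is the measured value, with a prior CellTiter-Fluor read for cell health.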
IL-2 act: activates IL-2 in a cell-based reporter assay; IL-2 activation reporter assay, cell-based qHTS; stimulated with anti-CD3/CD4/CD28 beads; in transgenic mouse T cells; actives 0.065% (n = 360,000); activation, % (series mostly up to about 46 µM); in the data active = activation above about 50%; inconclusive = mostly about 30% to 49%; note: 0% is about no effect
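Screening format: compound pinned onto unstimulated transgenic mouse T cells, 60 min incubation, then anti-CD3/anti-CD4/anti-CD28 bead stimulation for 18 hours at 37 degrees C, followed by EGFP and DsRed detection.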
S2 tox: cell viability loss in ATXN counter-screen | AID 651635 | actives 0.49% (n = 400,000) | Potency, µM (highest dose often 56.7 µM), actives largely listed as cytotoxic | S2 cells (HEK-293 line with an ATXN2-luciferase reporter) viability, CellTiter-Fluor protease fluorescence, 24 h; note: potency is the fitted concentration of half-maximal effect; nearly all actives have a fitted effect of over 40% in size
ATXN2 expr inh: reduces ATXN2 reporter expression in HEK-293 cells | actives 0.72% (n = 360,000) | HEK-293 ATXN2-luciferase reporter, luminescence, 24 h | Potency, µM (series often up to 57 µM), without a hit: top-dose activity change, negative = inhibition, hits mostly inhibitors; note: potency is the fitted concentration of half-maximal effect; % is set by controls: 0 for no effect and ±100 for the full control effect; nearly all actives have a fitted effect of over 55% in size
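qHTS (up to 57 uM final) was run with 24 h compound exposure of reporter cells at 37 °C. Each well was multiplexed: SteadyGlo luminescence measured ATXN2-luciferase expression after a fluorogenic Gly-Phe-AFC viability readout (25 uM final).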
The depositor's hits bear a star; i = inactive; ? = inconclusive; . = no result given; & = joins results of further samples; [ ] = remark or other dose. Unless noted, calls come from the whole dose curve; as a rule, active = well fitted curve in the direction sought with a large enough effect; inconclusive = small, poorly fitted or top-dose-only effect, or another doubt; inactive = no such curve, though single readings can be large; an effect the other way counts as inactive or inconclusive.

SMILES	TGFb SMAD3 inh	HepG2 viability	A549 viability	EPAC2 ag	Nrf2 ARE act	Nrf2 block	IL-2 act	S2 tox	ATXN2 expr inh
CC1(C)CC(=O)c2cc(OCC(=O)N3CCOCC3)ccc2O1	-4%	5%	-7%	5%	-0.6%	-9%	3.3	i	5%
O=C(COC(=O)CCN1C(=O)/C(=C\C=C\c2ccccc2)SC1=S)Nc1cc(F)ccc1F	-6%	0%	?	7%	-0.8%	8.2µM*	-1.1	i	?
COc1ccccc1C(=O)COC(=O)c1cc(=O)[nH]c2ccccc12	-4%	-4%	2%	-4%	0.7%	?	-4.6	i	24%
CCOc1ccc(CC(=O)NCCc2sc3nc(-c4ccc(OC)cc4)nn3c2C)cc1	-20%	-11%	3%	.	0.2%	.	.	.	.
COc1ccc(Nc2nc(-c3cccnc3)cs2)c(OC)c1	0%	-1%	2%	15%	4.2%	6%	0.4	i	40%[activator]
COc1ccc(C(=O)Nc2nnc(S(=O)(=O)N(C)Cc3ccc(F)cc3)s2)cc1OC	2%	0%	2%	-4%	2.3%	-1%	0.3	i	-8%
COc1ccc(-n2c(SCC(N)=O)nc3nc4c(cc3c2=O)COC(C)(C)C4)cc1	8%	-1%	-5%	5%	-0.1%	0%	-4.0	i	-13%
COc1ccc(NC(=O)CN2CCN(C3c4ccccc4-c4ccccc43)CC2)c(OC)c1	-7%	-9%	-1%	13%	-0.8%	.	3.6	i	-3%
Cc1ccc(-c2nc(NCc3ccc(F)cc3)n(S(C)(=O)=O)n2)cc1	-7%	-3%	3%	26%	3.8%	?	0.1	i	39%
O=C1CCC(C(=O)OCC(=O)c2c[nH]c3ccccc23)=NN1	?	4%	25%	24%	0.5%	21%	-0.2	i	2%
CN(C)S(=O)(=O)c1ccc(S(=O)(=O)NCc2ccc3c(c2)OCO3)cc1	0%	-4%	9%	4%	0.8%	-10%	-1.1	i	-20%
CC(=O)Nc1cccc(NC(=O)CSc2ncc(-c3ccccc3)[nH]2)c1	-26%	-12%	7%	11%	5.2%	?	1.4	?	.
O=C(c1ccc(C(F)(F)F)cc1)N1CCC(=O)N([C@H](COCc2ccc(C(F)(F)F)cc2)Cc2ccccc2)CC1	.	.	.	-10%	-0.4%	.	-0.8	?	?
COc1cc(/C=N/n2cnnc2)ccc1OC(=O)c1ccncc1	-1%	-1%	6%	-3%	2.3%	-5%	-3.7	i	-14%
COc1cc(C2Sc3ccccc3NC3=C2C(=O)OC3)cc(OC)c1OC (configuration not stated)	-4%	-7%	-4%	9%	-0.7%	-10%	-1.3	?	-18%
Cc1ccc(S(=O)(=O)N2CCCC(C(=O)NCc3ccc4c(c3)OCO4)C2)cc1 (configuration not stated)	-33%	-5%	0%	-18%	2.2%	-11%	-4.3	i	-5%
CCOC(=O)Nc1oc2ccccc2c(=O)c1C	13%	-5%	-15%	-7%	0.5%	?	-1.5	i	17%
O=C(O)C1CC2CCC1CC2 (configuration not stated)	-4%	6%	1%	-5%	-0.4%	7%	2.5	i	6%
Cc1cc(=O)oc(C)c1C(=O)Nc1cccnc1Cl	-4%	22%	-3%	3%	-0.4%	3%	0.0	i	3%
Cc1ccccc1NC(=O)CSc1nnc(-c2ccccc2)n1-c1ccccc1	-23%	-21%	-13%	-1%	-0.1%	-18%	1.6	i	-6%
N#C/C(=C1\CCCN1)c1ccc2ccccc2n1	?	-3%	-5%	-8%	10.0%	-1%	-0.1	i	-9%
CCc1ccc(-c2cc(C)no2)cc1S(=O)(=O)N1CCN(c2ccc(F)cc2)CC1	-17%	-26%	-14%	10%	0.0%	?	-3.6	i	-21%
CN(C)Cc1ccccc1Sc1ccc(Br)cc1	-11%	-9%	1%	12%	-0.2%	4%	-3.4	i	-3%
Cc1ccc2oc3c(c(=O)c2c1)C(c1ccc(O)cc1)N(Cc1ccc2c(c1)OCO2)C3=O (configuration not stated)	1%	-2%	-12%	.	-0.2%	-9%	.	?	-26%
CCOC(=O)C1=C(COc2ccccc2)NC(=O)NC1c1ccc(Br)cc1 (configuration not stated)	-12%	-18%	-18%	-12%	2.0%	?	-0.9	i	-21%
COc1cccc(C(=O)C2CN(c3ccccc3)CC2c2ccc(Cl)cc2)c1 (configuration not stated)	12%	-8%	-14%	15%	-0.7%	-26%	-0.2	i	-8%
C=CCC1=C/C(=C\c2c(N)n3nc(CC(=O)N4CCCC4)sc3nc2=O)C=C(OC)C1=O	-3%	-2%	2%	11%	-0.9%	-4%	1.2	.	.
Cc1ccc(OCC(=O)N2CCC(N3CCCCCC3)CC2)cc1	-12%	-4%	2%	-1%	0.5%	1%	-0.8	i	5%
CN(C)S(=O)(=O)N1CCN(C(=O)c2ccc3c(c2)OCO3)CC1	7%	-2%	3%	18%	-0.4%	3%	0.1	i	6%
Cc1cnc(NC(=O)c2ccco2)s1	-12%	-42%	-20%	10%	4.6%	4%	-0.2	i	6%

Reprinted from the part before: two entries, then new ones.
SMILES	TGFb SMAD3 inh	HepG2 viability	A549 viability	EPAC2 ag	Nrf2 ARE act	Nrf2 block	IL-2 act	S2 tox	ATXN2 expr inh
CN(C)S(=O)(=O)N1CCN(C(=O)c2ccc3c(c2)OCO3)CC1	7%	-2%	3%	18%	-0.4%	3%	0.1	i	6%
Cc1cnc(NC(=O)c2ccco2)s1	-12%	-42%	-20%	10%	4.6%	4%	-0.2	i	6%
CCN(CCn1cccn1)C(=O)CC1C(=O)NCCN1CC1CCCCC1 (configuration not stated)	?	6%	1%	12%	0.0%	-13%	-2.0	i	11%
O=C(CCl)Nc1c[nH]c(=O)[nH]c1=O	0%	-2%	-8%	8%	?	-9%	-0.4	?	-8%
O[C@@H]1C[C@H](c2ccccc2)N(CC2CCCCC2)C[C@H]1n1cc(C2CC2)nn1	-15%	-17%	.	-1%	3.3%	.	-1.2	i	-10%
Cc1ccc(Cl)cc1NC(=O)C(Cc1ccccc1)NS(=O)(=O)c1cccc2nsnc12 (configuration not stated)	-25%	2%	-4%	.	3.4%	0%	.	i	-9%
O=C(NCc1ccco1)c1ccccc1-c1ccccc1	4%	7%	18%	4%	0.1%	8%	-3.3	i	8%
COc1cccc(-c2cnc(C(O)c3ccc(C)c(F)c3)[nH]2)c1 (configuration not stated)	-14%	-11%	.	2%	0.3%	.	0.8	i	0%
COc1cc(C(=O)OCc2cc(=O)c(O)co2)ccc1OC(F)F	10%	-17%	-19%	-8%	3.6%	-13%	0.2	i	0%
CC(=O)c1ccc(S(=O)(=O)N2Cc3ccccc3CC2C(=O)O)cc1 (configuration not stated)	-15%	8%	-6%	-8%	0.2%	9%	10	i	7%
CCOc1ccc(N(Cc2ccccc2)C(=O)c2nc(SCC)ncc2Cl)cc1	.	-60%	-17%	.	3.3%	?	.	.	.
COc1ccc(C(=O)NCC(c2cccnc2)N2CCN(c3ccccc3)CC2)cc1 (configuration not stated)	-21%	3%	-28%	.	4.7%	?	.	i	2%
CC(C)c1ccc(-c2nc(N3CCCCC3)[nH]c(=O)c2C#N)cc1	-2%	0%	-6%	4%	-0.1%	-7%	-3.2	i	-10%
CC(OC(=O)c1cc2sccc2n1C)C(=O)NCc1ccc2c(c1)OCO2 (configuration not stated)	0%	-4%	1%	-1%	0.2%	?	-1.9	i	-19%
CCCn1c2ccccc2c2nnc(SCC(=O)Nc3cc(C)on3)nc21	20%	-1%	0%	-14%	1.8%	.	-0.5	i	-3%
Cc1ccc(S(=O)(=O)N2C[C@@H]3[C@H]4CC[C@H](C4)[C@@H]3[C@@H](C)[C@H]2C#N)cc1	-7%	0%	2%	9%	-0.8%	-2%	-0.9	i	2%
COc1cccc(N2CCN(S(=O)(=O)c3ccc(-c4cnc(C5CC5)o4)cc3)CC2)c1	2%&-2%	11%&-32%	-2%&-7%	-5%	-0.6%&0.4%	-12%	-1.4	i	-10%&4%

Overlap with the part before: two entries; new compounds follow.
SMILES	TGFb SMAD3 inh	HepG2 viability	A549 viability	EPAC2 ag	Nrf2 ARE act	Nrf2 block	IL-2 act	S2 tox	ATXN2 expr inh
Cc1ccc(S(=O)(=O)N2C[C@@H]3[C@H]4CC[C@H](C4)[C@@H]3[C@@H](C)[C@H]2C#N)cc1	-7%	0%	2%	9%	-0.8%	-2%	-0.9	i	2%
COc1cccc(N2CCN(S(=O)(=O)c3ccc(-c4cnc(C5CC5)o4)cc3)CC2)c1	2%&-2%	11%&-32%	-2%&-7%	-5%	-0.6%&0.4%	-12%	-1.4	i	-10%&4%
CCOC(=O)Cc1csc(NC(=O)CSc2nc(=O)[nH]c3c2CCC3)n1	-19%	-16%	2%	-2%	3.4%	3%	0.2	i	7%
Cc1ccc(/C(O)=C2\C(=O)C(=O)N(CCCN3CCOCC3)C2c2ccccc2F)cc1 (configuration not stated)	9%	6%	.	15%	-1.0%	.	1.1	i	.
O=C(CC1C(=O)NCCN1Cc1ccccc1C(F)(F)F)NCCN1CCCCC1=O (configuration not stated)	-7%	-8%	-3%	6%	-0.9%	4%	-0.4	i	.
N#CCCN(C(=O)COC(=O)c1cc(=O)[nH]c2ccccc12)c1ccccc1	0%	5%	1%	-2%	3.3%	9%	-0.7	i	-7%
O=S(=O)(NCc1ccccc1)c1ccc2ccccc2c1	2%	-2%	3%	17%	-0.8%	-1%	-4.2	?	5%
O=C(COC(=O)c1cc(Br)c(Br)s1)NCCC1=CCCCC1	-38%	-4%	0%	2%	4.7%	-11%	-0.3	?	?
O=C1/C(=C/c2ccco2)N=C(N2CCCCC2)N1c1ccccc1	-6%	-14%	-16%	-3%	6.0%	?	1.3	i	-2%
C=CCn1c(C)cc(C2=NNC(=NC(C)(C)C)SC2)c1C	-11%	-6%	4%	11%	-2.2%	?	-0.6	i	?

High-throughput results as filed in PubChem BioAssay.
